High-throughput results (PubChem BioAssay)
Tn7 DDE FP – inhibitors of Tn7 peptide binding to human fibrin DD(E); P02675; FP displacement of FITC-Tn7 peptide from fibrin DD(E); 0% = median of compound wells per plate; inhibition, % at 8.3 µM; 370,000 tested, 0.13% active; AID 720508;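 active = inhibition above the mean of compounds falling within the control limits plus 3 SD of them, cut at about 14% in these data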;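 also: 0% = plate median of compound wells and 100% = 10 µM Aha-Tn7 peptide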
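Assay system: Human fibrin DD(E) protein | Medium: Tris buffer with calcium and detergent, pH 7.8 | Reagent: 0.1 µM fluorescent Tn7 | Compound dosing: Single point at 8.3 µM | Times: 10 min preincubation, 3 h with tracer, room temperature | Detection: Fluorescence polarization of the labelled Tn7 tracer | Controls: Aha-Tn7 high control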
ASAP1 GAP inh – blocks human ASAP1-stimulated Arf1 GTP hydrolysis; GDP FP detection; inhibition, % at 16.5 µM; 360,000 tested, 0.19% active; in the data active = inhibition above about 25%;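 also: 0% = vehicle with enzyme and substrate and 100% = no enzyme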
Target sequence (Q9ULH1 325-724 limits assumed): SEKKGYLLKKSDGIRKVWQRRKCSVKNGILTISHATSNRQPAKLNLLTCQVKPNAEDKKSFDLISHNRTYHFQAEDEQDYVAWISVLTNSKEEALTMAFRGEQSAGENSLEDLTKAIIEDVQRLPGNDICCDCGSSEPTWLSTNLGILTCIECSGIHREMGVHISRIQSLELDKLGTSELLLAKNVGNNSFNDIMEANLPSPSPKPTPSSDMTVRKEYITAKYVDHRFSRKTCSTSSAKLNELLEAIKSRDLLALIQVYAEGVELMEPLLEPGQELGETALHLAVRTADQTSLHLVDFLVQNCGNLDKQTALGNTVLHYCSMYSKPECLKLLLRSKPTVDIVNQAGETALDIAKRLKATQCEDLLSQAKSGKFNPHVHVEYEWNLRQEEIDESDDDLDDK
ADAM17 inh – inhibitors of human ADAM17 | 370,000 tested, 0.83% active | recombinant ADAM17, EDANS/DABCYL FRET peptide cleavage | inhibition, % at 6.95 µM;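 active = inhibition above the mean of compounds lying between control limits plus 3 SD, set per campaign, cut at about 8.5% in these data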;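 also: 0% = DMSO-only wells as the low control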
TDP2 inh – blocks human TDP2 phosphodiesterase activity; recombinant TDP2, T5PNP hydrolysis, p-nitrophenol absorbance 415 nm; inhibition, % at 12.8 µM; 370,000 tested, 0.34% active;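 active = inhibition above the mean of all tested compounds plus 3 SD, set per campaign, cut at about 25% in these data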;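 also: 0% = DMSO with enzyme and 100% = buffer with substrate but no TDP2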
Target sequence (O95551 whole entry, looked up): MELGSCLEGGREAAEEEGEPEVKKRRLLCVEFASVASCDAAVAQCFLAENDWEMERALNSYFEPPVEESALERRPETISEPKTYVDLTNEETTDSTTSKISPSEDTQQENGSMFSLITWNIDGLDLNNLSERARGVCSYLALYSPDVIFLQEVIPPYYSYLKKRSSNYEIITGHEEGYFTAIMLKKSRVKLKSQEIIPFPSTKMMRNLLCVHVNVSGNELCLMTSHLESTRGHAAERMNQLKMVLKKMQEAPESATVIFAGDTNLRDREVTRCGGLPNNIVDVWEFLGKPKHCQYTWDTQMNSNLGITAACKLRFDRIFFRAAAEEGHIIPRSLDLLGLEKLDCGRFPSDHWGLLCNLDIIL
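test system = human TDP2 enzyme | input = TDP2 enzyme at 120 nM final | medium = 50 mM Tris-HCl pH 7.5 with Mg2+, KCl, DTT, BSA | also added = T5PNP substrate, 5 mM | times = 2 h at 37 °C | technique = epi absorbance | benchmarks = high control without enzyme, low control DMSO plus TDP2 | replication = each compound tested once, singlicate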
KLK7 zymogen act – proKLK7 (human) activation, primary screen. activation, % at 7 µM. 370,000 tested, 0.9% active. purified proKLK7, EDANS-DABCYL substrate fluorescence; 100% is mature enzyme control, 0% vehicle;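 active = activation above the mean of all tested compounds plus 3 SD, computed per campaign excluding outliers beyond control limits, cut at about 13% in these data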
Target sequence (P49862 whole entry, looked up): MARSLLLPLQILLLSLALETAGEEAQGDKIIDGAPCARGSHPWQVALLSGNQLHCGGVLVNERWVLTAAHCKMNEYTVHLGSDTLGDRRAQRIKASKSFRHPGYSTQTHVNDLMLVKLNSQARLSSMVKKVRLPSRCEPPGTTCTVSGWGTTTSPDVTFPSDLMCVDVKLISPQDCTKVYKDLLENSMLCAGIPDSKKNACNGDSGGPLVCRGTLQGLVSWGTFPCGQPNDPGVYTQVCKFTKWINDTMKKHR
LEDGF integ inh – blocks HIV-1 LEDGF/p75-dependent DNA integration | TR-FRET IN-LEDGF/p75 DNA integration, Eu/Cy5 | 370,000 tested, 0.64% active | AID 743269 | inhibition, % at 3.7 µM;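 active = inhibition above the screen-wide mean plus 3 SD, cut at about 13% in these data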;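 also: signal is the Cy5 over europium emission ratio at 671 and 618 nm; 0% = plate median of compound wells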
ARFGAP1 inhibitor – rat ARFGAP1 inhibition. Arfgap1-stimulated ARF1 GTP hydrolysis, GDP FP detection. inhibition, % at 16.5 µM. AID 651572. Q62848. 360,000 tested, 0.26% active;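 active = inhibition above a per-plate limit, mean inhibition of low control wells plus 3 SD, cut at about 25% in these data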;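 also: 0% = DMSO wells with enzyme and 100% = wells lacking Arfgap1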
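system = rat Arfgap1 catalytic domain, aa 1-136 | technique = FP, GDP Alexa 633 tracer displaced from anti-GDP antibody, 620/688 nm | compound = one concentration, 16.5 µM, DMSO 1.26% | medium = HEPES-based buffer, pH 7.5 | timing = compound-enzyme preincubation 20 min, reaction 120 min, detection 60 min, 25 °C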
DDE Tn6 FP inh – disrupts Tn6 cyclic peptide binding to fibrin D-Dimer-E complex | inhibition, % at 8.3 µM | Fibrin DD(E) TRITC-Tn6 fluorescence polarization displacement | 370,000 tested, 0.21% active | P02675;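 active = inhibition above a per-campaign cutoff: mean of compounds within control limits plus 3 SD, cut at about 15% in these data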;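 also: 0% = median of all compound wells on the plate and 100% = blocking peptide control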
PLC-gamma1 inh – blocks human PLC-gamma1 enzyme activity; purified PLC-gamma1, fluorogenic substrate, fluorescence; inhibition, % at 12.2 µM; 370,000 tested, 0.84% active; AID 720700; in the data active = inhibition above about 9.5%
ADAM10 inh – inhibits human ADAM10 | O14672 | recombinant ADAM10, EDANS/DABCYL FRET peptide cleavage, 3 h | inhibition, % at 7 µM | 370,000 tested, 0.62% active;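 active = inhibition above a per-campaign cutoff equal to the mean of compounds falling between control-based bounds plus 3 SD, cut at about 20% in these data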;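 also: 0% = DMSO wells while the 100% control is not disclosed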
* hit, by the source's call; i = inactive; · = not tested or not shown.

Screens in order – Tn7 DDE FP	ASAP1 GAP inh	ADAM17 inh	TDP2 inh	KLK7 zymogen act	LEDGF integ inh	ARFGAP1 inhibitor	DDE Tn6 FP inh	PLC-gamma1 inh	ADAM10 inh
- N#CC1=C(N)Oc2n[nH]c(-c3cccs3)c2C1c1ccsc1 (configuration not stated)
  -5	12	-2	14	-0.2	2	-4	4	-11	-7
- COc1cccc(CN(C)C(=O)c2cccc(NC(=O)CC3SC(N4CCCCC4)=NC3=O)c2)c1OC (configuration not stated)
  -8	8	-1	-4	-0.1	4	1	1	-12	-1
- COc1ccc2[nH]c(C(=O)N3CCc4ccccc4C3)c(C)c2c1
  5	-1	-1	4	0.5	-1	-1	5	-29	-11
- O=c1c2[nH]c3ccccc3c2ncn1CCC1=CCCCC1
  -2	-9	-8	-7	-0.2	-2	2	7	-1	-14
- CCOC(=O)CNC(=O)N1CCCC(CNS(=O)(=O)c2cccs2)C1 (configuration not stated)
  -6	-6	-2	-1	-0.1	2	7	3	-2	2
- CSc1nc(=O)[nH]nc1Sc1ccccc1
  -6	-8	-2	7	0.4	1	-5	5	0	-13
- Cc1nc(SCC(=O)N2CCCCC2)c2c(C)c(C)sc2n1
  -3	8	0	4	0.1	-2	11	4	0	2
- CCC(C)[C@H](NC(=O)OC(C)(C)C)C(=O)NCC1CCC(C(=O)N[C@@H](Cc2ccccc2)C(=O)O)CC1 (some centres not stated)
  -7	11	1	-8	-0.1	4	1	-1	4	-1
- Cc1[nH]c2ccc(Cl)cc2c(=O)c1CN1CCCC1
  7	-18	-4	-1	-0.6	-1	-3	0	-4	-8
- Cc1ccc(N2C(=O)N(CC(=O)c3cc(C)ccc3C)C(=O)C2C)cc1 (configuration not stated)
  8	5	0	-6	0.3	-3	0	-1	-1	8
- O=C(COC(=O)/C=C/c1cccc(Br)c1)NCc1cccs1
  -6	-14	0	-15	-0.1	4	-4	0	-2	4
- CC(C)c1ccc(C(=O)NNC(=O)c2ccncc2)cc1
  4	-9	-3	4	-0.3	-3	-8	3	-2	2
- CN(C)CCCOC(=O)c1ccccc1
  -3	3	-1	-4	0.8	1	8	0	3	4
- Cc1ccc(C(O)c2nccn2C)o1 (configuration not stated)
  3	13	-4	11	0.1	5	7	2	-13	-12
- COc1ccccc1CNC(=O)Cn1cccc1
  2	6	-2	-4	-0.3	-1	10	1	2	2
- O=C(Cc1c[nH]c2ccccc12)N/N=C/c1ccccc1O
  -2	8	-7	-26	-38	0	8	-4	-18	-33
- CC(=O)NC(CCS(C)(=O)=O)C(=O)Nc1cccc(Cl)c1Cl (configuration not stated)
  3	1	-2	-9	-0.5	1	-5	6	0	-6
- Cc1c(S(=O)(=O)Nc2ccc3c(c2)OCCO3)cnn1C
  -3	2	-2	5	0.1	0	-2	3	2	-2
- COc1ccc(NC(=O)c2ccc(N(C)S(C)(=O)=O)cc2)cc1OC
  -7	3	0	9	0.2	-2	-1	-2	2	-5
- C[C@H](c1ccccc1)N1C[C@@H](COCc2ccccc2)Oc2cccc(Oc3ccc(C(C)(C)C)cc3)c2S1(=O)=O
  10	1	-4	5	0.2	-6	1	-4	-1	-9
- CCC(=O)N1CCc2cc(Br)c(S(=O)(=O)NCCCN(CC)Cc3ccccc3)cc21
  2	·	3	10	-0.1	0	·	3	-2	-6
- COc1cccc(NC(=O)CN(C)C(=O)c2cc(-c3ccccc3)nc3ccccc23)c1
  7	-3	0	5	0.3	-4	12	2	3	-1
- O=C(CCc1nc2sc3c(c2c(=O)[nH]1)CCCC3)NCCOc1ccccc1
  3	-4	-4	4	0.3	-1	11	-1	-19	-24
- CCCc1nc2c(C)cc(Br)cn2c1Cc1ccccc1OC
  3	0	-9	-5	-1.0	0	2	6	-18	-31
- COc1ccc(S(=O)(=O)N(C)CC(=O)NC2CCCCC2)cc1Cl
  8	-8	-1	-10	-0.5	-3	7	8	0	-5
- O=C(CSc1nnc(NC(=O)c2ccco2)s1)NCc1ccc2c(c1)OCO2
  -7	15	-5	13	-0.4	0	6	-5	-1	0
- COC(=O)C(Cc1ccccc1)NC(=O)CNS(=O)(=O)c1ccc(Br)cc1 (configuration not stated)
  2	11	-5	6	1.0	0	16	-10	-1	-3
- c1coc(CN2CCN(C(c3cccs3)c3nnnn3C3CCCC3)CC2)c1 (configuration not stated)
  1	4	1	2	0.0	4	3	-2	5	4
- COc1ccc(CN(C)CCCn2cnc(C(=O)Nc3ccc(C)c(C)c3)n2)cc1OC
  8	5	-5	0	0.9	0	8	-6	1	-12
- O=C(COC(=O)/C=C/c1ccco1)Nc1ccccc1
  1	1	0	4	0.2	4	-11	8	1	-3

2 entries picked at random from those above, as already listed:
Screens in order – Tn7 DDE FP	ASAP1 GAP inh	ADAM17 inh	TDP2 inh	KLK7 zymogen act	LEDGF integ inh	ARFGAP1 inhibitor	DDE Tn6 FP inh	PLC-gamma1 inh	ADAM10 inh
- COc1ccc(S(=O)(=O)N(C)CC(=O)NC2CCCCC2)cc1Cl
  8	-8	-1	-10	-0.5	-3	7	8	0	-5
- CCCc1nc2c(C)cc(Br)cn2c1Cc1ccccc1OC
  3	0	-9	-5	-1.0	0	2	6	-18	-31

Following part:
Screens in order – Tn7 DDE FP	ASAP1 GAP inh	ADAM17 inh	TDP2 inh	KLK7 zymogen act	LEDGF integ inh	ARFGAP1 inhibitor	DDE Tn6 FP inh	PLC-gamma1 inh	ADAM10 inh
- COc1ccc(S[C@]2(C(=O)N3CCN(c4ncccn4)CC3)CC(=O)N(c3ccc(Cl)cc3)[C@@H]2c2ccc(OC)cc2)cc1
  -6	·	-4	-5	0.5	-1	·	2	0	-3
- c1ccc(Oc2ccc3ccccc3n2)cc1
  -2	-12	-3	3	-0.1	-1	5	3	1	-7
- Cc1ccccc1NC(=O)COC(=O)c1cccnc1
  0	11	-1	-1	0.5	2	8	-3	1	11
- CN=c1scc(C)n1/N=C/c1cc(Br)c(O)c(OC)c1
  1	3	-15	2	1.7	-6	-1	6	-54	-31
- Cc1cc(NC(=O)c2cc(-c3ccc(C)s3)nc3ccccc23)no1
  -5	-4	-92	3	-19	-4	-3	3	i	-380
- CCC(=O)Nc1ccccc1Oc1ccccc1
  1	1	-4	2	0.0	-1	-10	-4	-2	-5
- O=C(COC(=O)c1ccc[nH]c1=O)NCCCc1ccccc1
  -1	9	-8	0	-0.2	-2	1	-8	6	-46
- CCn1nc(NC(=O)c2ccccn2)c2cc3cccc(C)c3nc21
  -3	3	-1	-14	-0.7	8	-2	0	-21	-6
- COc1ccc(C)cc1NC(=O)CN1c2cccc3cccc(c23)S1(=O)=O
  1	15	-42	-4	-7.3	-2	7	4	-158	-159
- CC(OC(=O)c1cc2c(s1)CCCCC2)C(=O)NC(N)=O (configuration not stated)
  4	-12	-2	5	-0.7	1	28*	-1	0	-1
- O=[N+]([O-])c1ccccc1/C=N\N1CCN(Cc2ccccc2Cl)CC1
  -2	3	1	-19	0.8	-4	8	1	5	-7
- Cc1ccc2cc3c(NC(=O)C(C)C)nn(C)c3nc2c1
  2	3	-6	-20	15*	1	6	8	-329	-35
- CC1CCCC(NC(=O)CN(C)CC(=O)Nc2cccc(F)c2)C1C (configuration not stated)
  4	-5	-1	11	0.2	1	-3	4	2	0
- Cc1ccc(S(=O)(=O)CCC(=O)OCC(=O)Nc2cc(F)ccc2C)cc1
  4	4	-2	2	-0.4	-3	5	6	-3	-5
- Cc1[nH]c2ccccc2c1/C=N/NC(=O)c1cccc(S(=O)(=O)Nc2ccccc2Cl)c1
  1	5	-1	-1	-1.0	-1	-4	5	-81	4
- CCOC(=O)N1CCC(NC(=O)C2CCN(S(=O)(=O)c3cnc[nH]3)CC2)CC1
  -3	-3	4	-12	0.4	3	-7	-3	7	8
- CCCCCCOc1ccc(OCC(O)CN2C(=O)NC(C)(C)C2=O)cc1 (configuration not stated)
  5	-6	-4	2	-0.3	-5	5	-7	0	6
- Cc1cc(Cl)ccc1NC(=O)CCC(=O)N/N=C/c1cccnc1
  6	-10	-4	-7	0.1	0	-5	8	2	-11
- CCN1CCN(C(=O)c2ccccc2NS(=O)(=O)c2ccc(Cl)cc2)CC1
  3	11	0	5	-0.2	-3	-3	7	-1	3
- COc1ccc(F)cc1S(=O)(=O)Nc1cccc(C(=O)O)c1
  -10	5	2	-8	-0.6	2	4	-1	5	3
- CCn1ncc([N+](=O)[O-])c1C(=O)N1CCc2ccccc2C1
  10	-8	-2	3	0.5	2	-1	-2	0	2
- CCOC(=O)n1cnc2nc(N)nc(SC)c21
  0	-9	-12	-2	1.0	0	9	4	-3	-36
- CN(c1nc2ccccc2[nH]c1=O)C1CCCCC1
  -1	-1	-10	3	0.5	2	0	4	-8	-29
- CC1(C)Cc2nc3[nH]c(=S)[nH]c(=O)c3cc2CO1
  3	5	-7	-10	0.4	3	5	-4	6	-15
- COc1ccc(NC(=O)Cc2ccc(Cl)cc2Cl)cn1
  -5	-9	1	-10	-0.1	8	-6	5	3	0
- Cc1cccc(N2CCN(C(=O)Cc3ccc(-n4c(=O)[nH]c5ccsc5c4=O)cc3)CC2)c1C
  0	-3	7	-10	0.2	4	-14	2	1	6
- N#Cc1c(NC(=O)COC(=O)c2ccc(F)cc2)sc2c1CCC2
  -1	-4	0	-4	0.4	1	9	1	1	5
- Cc1ccc(CNc2cnn(C34CC5CC(CC(C5)C3)C4)c(=O)c2Cl)cc1
  0	6	3	1	0.3	6	-1	-3	9	4
- COc1cccc(N(CC(=O)NCCSc2ccccc2)S(C)(=O)=O)c1
  -8	-6	0	1	0.1	2	5	6	6	2
- Cc1cc(C(=O)NC2CCCc3c2cnn3-c2ccc(C)c(C)c2)nc(C)n1 (configuration not stated)
  3	2	-1	-4	-0.1	1	5	-1	1	5
- Cc1ccc(C(=O)/C=C/c2ccc3c(c2)OCO3)o1
  -3	3	-6	-2	-0.2	0	-20	-6	-44	-11
- O=C(COC(=O)CCS(=O)(=O)c1ccc(Cl)cc1)NC1CCCCC1
  6	3	-1	1	-0.5	-2	-5	4	-1	0
- O=C(Nc1ccc2c(c1)CCC2)c1ccccc1F
  7	2	-2	-5	-0.2	-3	-1	5	1	6
- COC(=O)C1=C(C)NC(=S)N(C(C)=O)C1c1ccc(OC)c(OC)c1 (configuration not stated)
  2	7	-5	2	0.3	-3	-7	2	-3	-10
- O=C(C(O)c1ccccc1)N1CCN(S(=O)(=O)c2ccc(F)c(F)c2)CC1 (configuration not stated)
  7	-3	-5	1	0.3	0	1	9	2	-8
- CSCC[C@H](NC(=O)OC(C)(C)C)C(=O)N/N=C/c1cc2ccc(C)cc2nc1Cl
  1	5	-1	-10	-1.0	-4	-1	0	4	-2
